# NPYLR7 agonist: agonists of mosquito NPYLR7 receptor, primary screen, cell-based, Aedes aegypti, calcium fluorescence, mosquito biting behavior. 270,000 tested, 0.15% active. Aedes aegypti neuropeptide Y-like receptor 7 (NPYLR7). HEK293T NPYLR7/Galpha15, GCaMP6s calcium fluorescence. activation, % at 10 µM; in the data active = activation above about 40%;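 also: 0% = vehicle and 100% = reference agonist at the receptor; some compounds past the cut are filed as inactive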
# hcGAS inh: Primary biochemical luminescence assay for human cyclic GMP-AMP synthase inhibitors; AID 1259398, 2018; 290,000 tested, 0.081% active; recombinant h-cGAS, ATP depletion, Kinase-Glo luminescence; Q8N884; inhibition, % at 12.5 µM;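 also: 0% = vehicle reaction and 100% = reaction without DNA for no activity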
# Target sequence (Q8N884 whole entry, looked up): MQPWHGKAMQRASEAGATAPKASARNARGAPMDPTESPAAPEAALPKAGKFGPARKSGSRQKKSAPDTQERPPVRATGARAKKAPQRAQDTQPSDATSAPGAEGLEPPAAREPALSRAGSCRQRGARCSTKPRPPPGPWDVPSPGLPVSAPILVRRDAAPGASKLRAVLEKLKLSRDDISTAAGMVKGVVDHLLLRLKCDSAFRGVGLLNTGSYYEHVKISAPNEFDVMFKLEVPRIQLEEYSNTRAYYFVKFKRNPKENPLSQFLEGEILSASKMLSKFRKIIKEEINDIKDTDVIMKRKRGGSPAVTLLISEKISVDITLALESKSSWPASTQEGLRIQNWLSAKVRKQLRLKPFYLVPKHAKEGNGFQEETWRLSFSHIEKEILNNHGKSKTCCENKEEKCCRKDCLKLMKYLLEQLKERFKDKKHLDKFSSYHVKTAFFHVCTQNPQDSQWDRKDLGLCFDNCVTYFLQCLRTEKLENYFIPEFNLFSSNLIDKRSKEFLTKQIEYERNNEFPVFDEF
# mcGAS lum: cyclic GMP-AMP synthase inhibitors, mouse, primary biochemical chemiluminescence | Q8C6L5 | recombinant cGAS, Kinase-Glo ATP depletion luminescence | inhibition, % at 12.5 µM | 160,000 tested, 0.15% active;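 also: 0% = negative control wells and 100% = reference inhibitor with no enzyme activity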
# * hit, by the source's call; x = no result given; & = joins results of further samples. Rule as the data show it, unless noted: active = inhibition above about 40%; inactive = the rest. An unsorted share of the library, and some 0.29% of all compounds hit somewhere here.
SMILES,NPYLR7 agonist,hcGAS inh,mcGAS lum
COc1ccc(C(C)NCC(O)COc2ccc(Cl)cc2Cl)cc1F (stereo not given),6,-5,x
CN(C)CCN(C(=O)CN(C)S(=O)(=O)c1ccccc1)c1ccccc1,-3,-8,x
O=C(c1ccc2c(c1)OCO2)N1CCCC(N2CCN(c3cccc(Cl)c3)CC2)C1 (stereo not given),7,-8,x
CCNC(=O)C1(C)CCN1Cc1ccc(-c2ccccn2)cc1 (stereo not given),6,-11,x
Cn1c(=O)oc2cc(S(=O)(=O)N3CCCC3)ccc21,2,-6,-4
N#CCCN(CC1CCC1)C(=O)CCOc1ccccc1Cl,2,-5,x
CC(C)(C)C(=O)NCC(=O)Nc1ncc(Cc2ccc(Cl)cc2)s1,5,-4,x
COc1ccc2c(Cl)c(C(=O)NNC(=O)COc3ccc([N+](=O)[O-])cc3)sc2c1,3,2,x
COc1nn(C)c2nc(C)c(CCC(=O)Nc3ccc(C)cc3C)c(C)c12,4,-6,x
COc1ccc(/C=N\N=C/c2c[nH]c(=O)c(C#N)c2Nc2ccccc2)cc1,3,-4,-6
O=C(NCC1CCCO1)c1coc(CN(Cc2ccccc2)Cc2ccc(Cl)cc2Cl)n1 (stereo not given),2,-4,-5
CN(C)CCN(C)C1CCCN(C(=O)CCn2cc(Cl)cn2)C1 (stereo not given),5,-1,-9
CC(C)(Oc1ccc(F)cc1)C(=O)OC1CC(=O)N(CC(N)=O)C1 (stereo not given),1,-5,-16
CC(C)[C@@H]1C[C@@H]2C[C@H](N(CC(=O)O)C(=O)c3csc(-c4cccs4)n3)C[C@@H]2CO1,-2,5,4
CC(C)Cn1cncc1CNS(=O)(=O)NCc1ccccc1,-1,-9,x
CCCCC(=O)N(C)c1c(C)nc2ccc(C(=O)NCCOc3ccc(OC)cc3)cn12,-1,0,-1
COc1cccc(NC(=O)CCC2CCN(Cc3nc4ccccc4s3)CC2)c1,10,-8,x
CCCS(=O)(=O)NCC1CCN(C2CC(C)(C)NC(C)(C)C2)C1 (stereo not given),2,-3,x
COc1cccc(-n2c(-c3ccccc3)cc(C(=O)N3CCN(C(=O)COc4ccccc4)CC3)c2C)c1,x,-5,-5
O=C1OC(c2ccc(-c3ccccc3)cc2)=N/C1=C\C(Cl)=C\c1ccccc1,-1,-3,x
Cc1nc(CCCNc2nc(N(C)C)cc(C(F)(F)F)n2)n[nH]1,1,-10,-18
CCCCCN(C(=O)c1ccccc1Cl)C(C)c1nc2cc(Cl)ccc2c(=O)n1-c1ccc(OC)cc1 (stereo not given),17,0,-4
NC(=O)c1ccccc1OCC(=O)N(Cc1ccc(F)cc1)C12CC3CC(CC(C3)C1)C2,4,-1,x
CCONC(=O)CSCc1ccc(C)cc1,2,-9,x
CCCN(Cc1nc2cc(Cl)ccc2c(=O)[nH]1)C(=O)COc1ccccc1F,-3,3,x
O=C(NCC1CC1)C1CCCN(CCCc2nnnn2-c2ccccc2)C1 (stereo not given),14,-14,x
O=C(c1cccc(-c2ncc[nH]2)c1)N1CCC2(CCCO2)CC1,10,-5,-14
COc1cn2c(cc1=O)C(=O)N(CCNC(=O)CCC1CCCCC1)CC2,15,-6,x
CC(=O)C(Cc1cccc(Cl)c1)C(=O)Nc1ccc(C)c(C)c1 (stereo not given),-7,-6,-17
O=C(CCl)N1CCc2ccccc21,8,-1,40
Cn1c(Cn2c(=O)sc3ccccc32)nnc1SC/C=C/c1ccccc1,4,-4,x
O=C(Nc1ccc(N2CCc3ccccc3C2)c(C(=O)N2CCCC2)c1)c1cc(C(F)(F)F)cc(C(F)(F)F)c1,20,-9,-6
O=C(NC1CCCCCC1)c1cc2c(=O)n3ccccc3nc2s1,10,-12,x
CCOC(=O)C1(CCCc2ccccc2)CCN(C(=O)Cn2nc3ccccc3n2)CC1,5,-10,x
c1cc(-c2cc(C3CCN(Cc4cncnc4)C3)ccn2)ccn1 (stereo not given),-6,-8,-11
O=c1[nH]nc(-c2ccn[nH]2)n1Cc1ccccc1,10,-2,-8
O=C(O)COc1ccccc1-c1nc(-c2ccccc2)c(-c2ccccc2)[nH]1,11,-6,14
COc1cc(OC)cc(C(=O)N2CCN(c3nc(C4CCOCC4)nc4c3cnn4-c3ccccc3)CC2)c1,-9,-2,-9
CNc1nnc(SCC(=O)c2cccc(Cl)c2)s1,14,-15,-4
Cc1ccc(N2CCC(SCc3nc(C4CC4)no3)C2=O)cc1 (stereo not given),5,-5,x

# Just NPYLR7 agonist, for some of the entries so far:
smiles,NPYLR7 agonist
CC(=O)C(Cc1cccc(Cl)c1)C(=O)Nc1ccc(C)c(C)c1 (stereo not given),-7
O=C(CCl)N1CCc2ccccc21,8
Cn1c(Cn2c(=O)sc3ccccc32)nnc1SC/C=C/c1ccccc1,4

# (list continues)
SMILES,NPYLR7 agonist,hcGAS inh,mcGAS lum
Cc1cc2c(cc3c(=O)n(CC(=O)NCC4CCCO4)ncn32)s1 (stereo not given),7,-3,-3
Cc1cc(NC(=O)CN(C)C(=O)Cn2ncc(=O)c3ccccc32)no1,6,-9,x
Cc1ccc(C2(O)CCN(C(=O)c3cccc(S(C)(=O)=O)c3)CC2)nc1,-3,-2,x
COc1ccc(-n2ccc(C(=O)NC3(C)CCC(C)CC3)n2)cc1 (stereo not given),0&4,-7&-10,-8
CCCn1c(=O)c2c(nc3n2CCCN3c2ccc(Cl)cc2)n(C)c1=O,x,-8,-9
CC(=O)N1CCc2cc(C(=O)NC(c3cccs3)C(C)(C)C)ccc21 (stereo not given),6,-11,x
Nc1nccnc1C(=O)NCC1(c2ccc(F)cc2)CCCC1,0,-18,x
CCC(C(=O)NCc1cccnc1)n1cc(C(C)=O)c2ccccc21 (stereo not given),13,-4,-18
CC(CCc1ccccc1)NC(=O)c1cncn1-c1cccc(-c2cccc3c2sc2ccccc23)c1 (stereo not given),10,-1,-5
O=C(c1cncnc1)N1CCC2(CC1)N=CC1(CCCCC1)S2,23,-7,x
Cc1cn2c3c(=O)n(Cc4ccccc4Cl)c(=O)n(C)c3nc2n1CC1CCCO1 (stereo not given),0,-6,x
Cc1cc(C)c2c(n1)nn1c(N3CCN(CCOc4ccc(Cl)cc4)CC3)cc(C)nc21,0,-6,-9
Cc1cc(Nc2ccc(N(C)C)cc2)c2ccc(C(F)(F)F)cc2n1,-4,-4,-10
CC1(C)Cc2c(c(N3CCOCC3)nc3sc4c(N5CCOCC5)ncnc4c23)CO1,0,-13,x
CC(=O)Nc1ccnn1CC1=CCCN(C2C=CCCC2)C1 (stereo not given),0,2,-2
CC1CN(CC2CCCN2S(=O)(=O)c2ccc(F)cc2Br)CC(C)O1 (stereo not given),1,-5,x
CC1=NC2=C(C(=O)CCC2)C(c2ccc(O)cc2)C1C(=O)OCCOc1ccccc1 (stereo not given),-7,-3,-2
Cc1ccc(CNC(=O)C2CCCN(c3cnc4ccccc4n3)C2)cc1 (stereo not given),3,0,-1
CCCOCCN1CCN(c2ncc(C)c(N(C)C)n2)CC1,7,0,x
COc1ccc2c(c1)C(=O)/C(=C\c1csnn1)O2,-9,-8,-17
COc1cccc(C2SCCN2C(=O)Nc2ccc(Cl)cc2)c1OC (stereo not given),0,0,-1
CC(C)(C)c1ccc(C2SCC(=O)N2CCC(=O)O)cc1 (stereo not given),0,-2,-4
O=C(C1CCN(c2ccccc2)C1=O)N1CCN(c2nc3ccccc3s2)CC1 (stereo not given),-2,-7,-7
C=CCn1c(=O)c2c(nc3n(-c4ccc(C)c(C)c4)c(C)c(C)n23)n(C)c1=O,-2,-6,-8
CCOc1ccc(C(C2Sc3nc(C)nn3C2=O)N2CCOCC2)cc1 (stereo not given),0,-6,-7
CCC(CC)N(CC(C)C)C(=O)c1cccc(NC(=O)OC)c1,1,-12,-18
CC(C)c1cc(NC(=O)CCNC(=O)c2ccc(Cl)cc2)n[nH]1,1,-5,-8
CCOC(=O)C1=C(C)NC2=C(C(=O)CC(c3ccc(Cl)cc3)C2)C1c1ccc(N(C)C)cc1 (stereo not given),-5,-5,-5
CCc1ccc(-n2nnc(C(=O)Nc3nccs3)c2C)cc1,-2,-6,-9
OCCC1CN(Cc2cn[nH]c2-c2ccc(F)cc2)CCN1Cc1ccccc1F (stereo not given),-5,-7,x
CN1CC(=O)N2CCN(Cc3cc(C#CCO)cs3)CC2C1=O (stereo not given),26,0,x
COc1cc(NC(=O)CSc2nc(=O)n(CCCN(C)C)c3c2CCC3)cc(OC)c1,7,4,1
O=C(CCCc1cccs1)Nc1cc2ccccc2c(=O)[nH]1,-6,12,x
COc1cccc2c1N(Cc1cn3ccsc3n1)CCC2,-5,1,x
CCc1nc2ccc(C(=O)Nc3ccc(C(N)=O)cc3)cn2c1N(C)Cc1nccn1C,-3,-7,-3
CCn1nc(C)cc1C(=O)N1CCc2c([nH]c3ccccc23)C1c1cc(F)ccc1F (stereo not given),2&-2,2&4,-3&-2
O=C1CCC2(CCN1)CCN(Cc1cnc(C3CCCCC3)nc1)CC2,4,-5,-10
Cc1nn2cc(C(=O)c3cccs3)nnc2c1-c1ccccc1,8,-1,x
COc1ccc(OC)c(/C=C2N=C(/C=C/c3ccccc3)OC/2=O)c1,-1,2,x
O=C(O)CN1C(=O)C2CC=C(Cl)CC2C1=O (stereo not given),8,-3,-3

# Compounds shown so far that contain an aryl thioether with sulfur outside any ring:
SMILES,NPYLR7 agonist,hcGAS inh,mcGAS lum
Cn1c(Cn2c(=O)sc3ccccc32)nnc1SC/C=C/c1ccccc1,4,-4,x
CNc1nnc(SCC(=O)c2cccc(Cl)c2)s1,14,-15,-4
COc1cc(NC(=O)CSc2nc(=O)n(CCCN(C)C)c3c2CCC3)cc(OC)c1,7,4,1

# Copied from the listing for reference:
SMILES,NPYLR7 agonist,hcGAS inh,mcGAS lum
COc1cccc(C2SCCN2C(=O)Nc2ccc(Cl)cc2)c1OC (stereo not given),0,0,-1
CC(C)(C)c1ccc(C2SCC(=O)N2CCC(=O)O)cc1 (stereo not given),0,-2,-4
O=C(C1CCN(c2ccccc2)C1=O)N1CCN(c2nc3ccccc3s2)CC1 (stereo not given),-2,-7,-7
C=CCn1c(=O)c2c(nc3n(-c4ccc(C)c(C)c4)c(C)c(C)n23)n(C)c1=O,-2,-6,-8

# (cont.)
SMILES,NPYLR7 agonist,hcGAS inh,mcGAS lum
CCSc1ncccc1C(=O)N1CCN(c2ccc(NC(=O)COC)cn2)CC1,0,0,-4
Cc1cccc(CSC2=NCCN2S(=O)(=O)c2ccc([N+](=O)[O-])cc2)c1,9,-9,-8
O=C(Cc1ccccc1F)Nc1ccc2c(c1)CN(C(=O)C1=CCCC1)CC2,3,-2&-6,x
CCOC(=O)N1CCN(Cc2nc(N3CCCCCC3)c3ccccc3n2)CC1,-9,1,-3
COCC1CCN(Cc2cc3ccc(OC)cc3[nH]c2=O)C1 (stereo not given),4,-11,x

# Source: PubChem (Fisher Drug Discovery Resource Center)
